Screens: PubChem, National Center for Advancing Translational Sciences (NCATS)
EPAC2 ag: qHTS for Agonist of cAMP-regulated guanine nucleotide exchange factor 4 (EPAC2): primary screen; Rap guanine nucleotide exchange factor 4 (Homo sapiens), Q8WZA2; 0.079% of 360,000 active; Potency, µM (titrated, usually from 154 µM), for inactives: top-dose activation, most hits filed as activators; EPAC2 activation, biochemical qHTS; response scale: 100% = 6.5 mM cAMP response; also: potency is read from the fitted curve at half-maximal effect; nearly all actives have a fitted effect of over 50% in size
Target sequence (Q8WZA2 whole entry, looked up): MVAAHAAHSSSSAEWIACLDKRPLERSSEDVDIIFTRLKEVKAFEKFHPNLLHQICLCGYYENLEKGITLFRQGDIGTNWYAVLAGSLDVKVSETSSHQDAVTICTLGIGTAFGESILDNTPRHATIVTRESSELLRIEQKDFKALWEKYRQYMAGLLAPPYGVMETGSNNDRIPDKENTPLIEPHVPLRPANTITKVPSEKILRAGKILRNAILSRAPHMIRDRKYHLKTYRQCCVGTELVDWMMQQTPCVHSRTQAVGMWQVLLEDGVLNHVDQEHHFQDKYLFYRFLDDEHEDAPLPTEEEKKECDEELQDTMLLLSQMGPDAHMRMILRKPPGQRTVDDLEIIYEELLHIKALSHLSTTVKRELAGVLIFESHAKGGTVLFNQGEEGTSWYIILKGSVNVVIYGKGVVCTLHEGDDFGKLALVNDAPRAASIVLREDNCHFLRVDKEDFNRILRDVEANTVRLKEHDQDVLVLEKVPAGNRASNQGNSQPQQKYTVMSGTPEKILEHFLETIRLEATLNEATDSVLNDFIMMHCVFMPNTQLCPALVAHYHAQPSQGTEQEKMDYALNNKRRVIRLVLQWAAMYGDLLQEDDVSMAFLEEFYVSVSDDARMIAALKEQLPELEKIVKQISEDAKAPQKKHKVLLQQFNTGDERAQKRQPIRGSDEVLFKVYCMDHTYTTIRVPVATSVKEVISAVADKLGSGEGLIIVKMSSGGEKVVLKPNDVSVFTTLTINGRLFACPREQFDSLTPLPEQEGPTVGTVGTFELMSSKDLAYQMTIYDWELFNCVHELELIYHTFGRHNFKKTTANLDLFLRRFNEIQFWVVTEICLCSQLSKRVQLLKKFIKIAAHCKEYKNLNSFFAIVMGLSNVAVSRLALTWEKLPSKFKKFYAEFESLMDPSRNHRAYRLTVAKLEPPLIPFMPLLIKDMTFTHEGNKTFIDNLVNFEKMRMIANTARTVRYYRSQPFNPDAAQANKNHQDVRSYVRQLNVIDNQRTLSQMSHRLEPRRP
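Compounds were titrated in qHTS against a Rap1B-BODIPY-GDP (250 nM) complex with EPAC2 (100 nM) and GDP (50 uM). BODIPY-GDP release tracked at 480/540 nm over 30 min at room temperature, normalized to 6.5 mM cAMP.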
A549 tox: Nrf2 qHTS screen for inhibitors: counterscreen for cytotoxicity; Potency, µM (highest dose often 46 µM), for the others: at the top dose activity change, negative = cytotoxicity, most hits filed as inhibitors; AID 504648, 2011; A549 ARE-Fluc cells, CellTiter-Fluor viability, 18-24 h; 0.16% of 390,000 active; also: potency is read from the fitted curve at half-maximal effect; % is scaled to controls: 0 for no effect and ±100 for the full control effect
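Cytotoxicity counterscreen: CellTiter-Fluor fluorescence was measured in A549 ARE_Fluc cells after 18-24 h of compound exposure in a concentration series. The subsequent BugLite luminescent read reports ARE-luciferase activity.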
pAkt inh: HTS Assay for Inhibitors of Akt Phophorylation: Primary Screen. AID 651550, 2012. activity change, % for hits at 50 µM. 0.32% of 360,000 active. Neuro2A IGF-stimulated pAkt S473 HTRF, 20 min; hits give low values; in the data active = activity change below about -80%; inconclusive = mostly about -51% to -80%; also: % is scaled to controls: 0 for no effect and ±100 for the full control effect
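Single-point screen (50 µM final compound) in Neuro2A cells stimulated 20 min with 6 nM IGF at 37 deg C. After lysis, Ser473-phosphorylated Akt read by HTRF (ex 330 nm, em 615/665 nm) as the 665/615 ratio.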
EPAC2 antag: qHTS for Antagonist of cAMP-regulated guanine nucleotide exchange factor 2 (EPAC2): primary screen; Potency, µM (series often up to 114 µM), inactives show at the highest dose activity, negative = inhibition, hits mostly inhibitors; Rap guanine nucleotide exchange factor 4 (Homo sapiens), Q8WZA2; EPAC2 GEF exchange of Rap1B-BODIPY-GDP, fluorescence; 0.18% of 360,000 active; also: potency is read from the fitted curve at half-maximal effect; % is scaled to controls: 0 for no effect and ±100 for the full control effect; nearly all actives have a fitted effect of over 45% in size; many of its hits are not listed in these tables
Nrf2 ARE act: qHTS of Nrf2 Activators; AREc32 ARE-luciferase reporter (MCF7-derived line), luminescence, 24 h; Potency, µM (highest dose often 46.1 µM), inactives show at the top dose activation, most hits filed as activators; 0.31% of 410,000 active; AID 624171, 2012; also: potency is read from the fitted curve at half-maximal effect; % of control where 0% means no effect; nearly all actives have a fitted effect of over 65% in size
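Reporter line AREc32 (ARE-Fluc), seeded overnight in OPTI-MEM with 5% FBS; compound pin-transferred, 24 hr at 37 deg C, 5% CO2; luminescent read-out.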
CCT modulator: High-Throughput Screening for Modulators of Cytosolic Chaperonin Activity | purified chaperonin ATPase assay, HTRF ADP detection, 30 min | activity change, % (no concentration beside the values), hits read low | 0.3% of 360,000 active | AID 651819, 2012; in the data active = activity change below about -30%; also: % is scaled to controls: 0 for no effect and ±100 for the full control effect
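ATPase activity: ADP formed was measured by HTRF Transcreener (665/615 nm ratio) after 30 min at 37 deg C with 10 uM ATP. Compounds screened at one 76 uM concentration against 40 or 20 nM TRiC in Tris pH 7.4/KCl/MgCl2/DTT buffer.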
Nrf2 inh: Nrf2 qHTS screen for inhibitors; 2.1% of 360,000 active; A549 ARE-Fluc reporter, luciferase luminescence, 18-24 h; Potency, µM (titrated, usually from 46 µM), inactives show at the top dose activity change, negative = inhibition, hits mostly inhibitors; also: potency is read from the fitted curve at half-maximal effect; % is scaled to controls: 0 for no effect and ±100 for the full control effect; nearly all actives have a fitted effect of over 60% in size
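Nrf2 function is reported as luminescence of an ARE-controlled luciferase in A549 cells. Compounds were tested at several concentrations, and a CellTiter-Fluor read on the same wells flagged cytotoxicity.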
TGFb inhibitor: qHTS for Inhibitors of TGF-b. HepG2 CAGA-GFP TGF-b/SMAD3 reporter, GFP fluorescence, 18 h; TGF-beta stimulated, 500 pg/mL final. Potency, µM (top dose mostly 46.1 µM), without a hit: top-dose activity, negative = inhibition, most hits filed as inhibitors. 1.2% of 410,000 active. AID 588855, 2011; also: potency is read from the fitted curve at half-maximal effect; % is scaled to controls: 0 for no effect and ±100 for the full control effect; nearly all actives have a fitted effect of over 65% in size
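HEPG2 CAGA-GFP, 1000 cells/well; 2 h settle, 37 C; cpd via pin tool; TGF-b 500 pg/mL final; 18 h, 37 C; GFP imaging ex488/em500-530; %Activity normalised to -TGF-b and +DMSO controls; CRC fit, curve class.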
MmCpn inh: Inhibitors of TCP-1 ring complex (TRiC) of Methanococcus maripaludis (MmCpn): qHTS. Chaperonin Mm-Cpn (Methanococcus maripaludis). purified Mm-Cpn ATPase, ADP Transcreener TR-FRET. Potency, µM (doses to about 76.9 µM), without a hit: at the highest dose activity, negative = inhibition, most hits filed as inhibitors. 0.031% of 330,000 active. AID 504842, 2011; also: potency is read from the fitted curve at half-maximal effect; % is scaled to controls: 0 for no effect and ±100 for the full control effect; nearly all actives have a fitted effect of over 80% in size
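Measured: ADP formation by purified Mm-CPN. Conditions: 25 nM protein, 10 uM ATP, Tris pH 7.4 with Mg2+, K+ and DTT, 37°C for 30 min. Detection: Transcreener HTRF after 30 min at room temperature.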
The depositor's hits bear a star; i = inactive; ? = inconclusive; . = no result given; [ ] = another dose, or the depositor's remark. Unless noted, calls follow the shape of the dose curve; as a rule, active = well fitted curve in the direction sought with a large enough effect; inconclusive = small, poorly fitted or top-dose-only effect, or another doubt; inactive = no such curve, though single readings can be large; an effect the other way counts as inactive or inconclusive. Only part of the results is shown; count on the stated rates, not on these rows.

SMILES | EPAC2 ag | A549 tox | pAkt inh | EPAC2 antag | Nrf2 ARE act | CCT modulator | Nrf2 inh | TGFb inhibitor | MmCpn inh
NS(=O)(=O)c1ccc(CNC(=O)c2ccc(S(=O)(=O)NCc3ccco3)cc2)cc1 | 6.8% | -1.7% | i | -1.7% | -0.4% | 1.5 | 2.7% | 2.0% | -1.6%
CC(=O)N1c2ccccc2C(=O)C1N1CCN(c2ccc(Cl)cc2)CC1 (centres undefined) | . | -3.9% | . | . | 4.7% | . | ? | -17.6% | .
CCOc1ccc(N2C(=O)CC(N(Cc3ccco3)C(=O)CC)C2=O)cc1 (centres undefined) | 8.7% | -4.5% | i | -1.1% | 0.0% | -0.7 | 4.8% | ? | -5.1%
CSc1ccc(OC2(C)CCN(Cc3ccc(C(C)C)cc3)C2)cc1 (centres undefined) | 2.7% | . | i | 10.8% | -0.5% | -1.0 | . | -2.6% | .
COc1cc(NC(=O)C(NS(=O)(=O)c2ccc3c(c2)CCCC(=O)N3)C(C)C)cc(OC)c1 (centres undefined) | . | 6.4% | . | . | 0.0% | . | 21.8% | -9.2% | .
COc1ccc(NS(=O)(=O)c2cccc(C(=O)O)c2)cc1 | 1.5% | 11.0% | i | 11.3% | 0.1% | 2.5 | 5.3% | -1.4% | 0.4%
CCOc1ccc(NC(=O)CSc2n[nH]c(=O)n2-c2ccccc2)cc1 | 11.8% | 3.1% | i | -0.5% | 1.6% | -4.8 | -18.7% | 4.1% | -0.6%
O=S1(=O)CC(N2CCCCC2)CN1Cc1ccc(F)cc1 (centres undefined) | 6.7% | . | i | 2.0% | 0.4% | -1.7 | . | 1.2% | .
Cc1ccc(C(=O)N/C(=C\c2cccc([N+](=O)[O-])c2)C(=O)OCN2C(=O)c3ccccc3C2=O)cc1 | -0.9% | -2.7% | i | 3.0% | -0.2% | 1.4 | ? | -25.5% | -0.7%
COC(=O)C(C)N=Cc1ccccc1 (centres undefined) | 8.8% | -3.0% | i | -7.3% | 0.8% | -3.3 | -4.8% | -7.3% | -7.2%
COc1ccc(C)cc1NC(=O)CN1CCN(c2ccccn2)CC1 | 13.0% | 8.5% | i | -9.0% | -0.6% | 2.0 | 10.1% | -17.4% | -0.1%
Cc1ccccc1OCCC(=O)N1CCN(S(=O)(=O)c2ccccc2F)CC1 | 4.0% | 0.8% | i | -8.4% | -0.5% | -1.8 | -16.1% | 13.2% | -0.6%
CC1=NNC(=O)C1CC(=O)N/N=C/C=C/c1ccccc1 (centres undefined) | 10.0% | -2.6% | i | 6.4% | 4.0% | 0.6 | -29.4% | 2.7% | -2.6%
COc1ccccc1OCc1nc(Cc2ccc(Cl)cc2)no1 | 12.7% | 1.1% | i | -7.0% | -0.3% | 1.1 | 7.9% | -15.8% | 3.6%
NC(=O)C1CCN(CC(O)CSc2ccccc2)CC1 (centres undefined) | 0.7% | -1.2% | i | 7.3% | -0.6% | 0.2 | -2.9% | -3.9% | -1.0%
Cc1occc1-c1nnc(SCC(=O)N2CCOCC2)n1Cc1ccco1 | 4.8% | -4.0% | i | 9.1% | -0.7% | 3.9 | -5.5% | -5.1% | -1.2%
COc1cc(C)ccc1OCc1cc(C(=O)NC(C)Cn2cncn2)no1 (centres undefined) | 11.3% | -1.7% | i | 5.8% | 4.6% | -3.7 | ? | 7.0% | -2.5%
O=C(Cn1cc(C(F)(F)F)ccc1=O)N1CCCc2ccccc21 | 2.3% | 1.3% | i | 0.4% | -0.4% | -1.7 | -3.9% | 18.5% | -0.9%
COc1cccc(NC(=O)c2ccc(NCCCN3CCC(C)CC3)c([N+](=O)[O-])c2)c1 | -18.7% | -25.5% | i | 7.9% | 3.2% | -2.0 | -12.1% | -21.1% | -4.1%
CC(=O)c1c(N)n(C)c(=O)n(C)c1=O | 1.7% | 3.8% | i | 7.0% | -0.3% | -1.5 | 12.9% | -1.6% | -0.3%
COc1cc(NC(=O)CN2CCCN(S(=O)(=O)c3ccc(F)cc3)CC2)cc(OC)c1 | . | -9.0% | . | . | 5.4% | . | ? | ? | .
CCCN(C(=O)Cn1cnc2sc(C)c(S(=O)(=O)N3CCN(c4ncccn4)CC3)c2c1=O)c1cccc(C)c1 | . | -9.4% | . | . | -1.2% | . | -2.1% | 5.3% | .
NC(=O)/C=C/C(=O)Nc1ccc(Cl)cc1 | 14.3% | -9.3% | i | 0.1% | ? | 1.5 | ? | -24.0% | 1.4%
COc1cc(C(=O)Nc2ccccc2-c2nnn(CC(N)=O)n2)cc(OC)c1OC | -3.2% | 1.0% | i | -0.4% | -0.4% | 0.0 | -18.5% | 10.2% | -0.1%
COc1ccc2oc(C(=O)OC(C)C(=O)Nc3ccc(N4CCOCC4)cc3)c(C)c2c1 (centres undefined) | -5.2% | 4.1% | i | -13.4% | 0.2% | -0.4 | 8.6% | -9.8% | 0.7%
CCc1[nH]nc2c1C(c1cccnc1)C(C#N)=C(N)O2 (centres undefined) | 11.0% | 1.5% | i | -2.1% | 2.3% | -3.7 | -1.3% | -2.9% | .
COc1ccc(-c2cc(C(=O)O)c3sc(N4CCCCC4)nc3n2)cc1OC | 13.8% | -10.1% | i | 13.6% | 0.5% | -2.5 | 11.0% | ? | -8.8%
CN(C)S(=O)(=O)c1ccc(C(=O)NCCc2ccco2)cc1 | 11.6% | 3.8% | i | 1.3% | 4.8% | -0.3 | 12.7% | 12.8% | -1.7%
N#CC1=C(N)N2C(=C(C#N)C1c1cccc(Br)c1)Nc1ccccc12 (centres undefined) | 2.1% | 4.6% | i | -2.7% | 3.8% | 0.8 | -26.7% | 3.16µM* | 0.8%
O=C(NCCCc1ccccc1)c1cc([N+](=O)[O-])ccc1Cl | -0.8% | -3.6% | i | 2.0% | 7.4% | -2.6 | 0.9% | 12.3% | 0.2%

Some entries already given with just Nrf2 inh.
SMILES | Nrf2 inh
COc1cc(C)ccc1OCc1cc(C(=O)NC(C)Cn2cncn2)no1 (centres undefined) | ?
O=C(Cn1cc(C(F)(F)F)ccc1=O)N1CCCc2ccccc21 | -3.9%
CC(=O)c1c(N)n(C)c(=O)n(C)c1=O | 12.9%

(cont.)
SMILES | EPAC2 ag | A549 tox | pAkt inh | EPAC2 antag | Nrf2 ARE act | CCT modulator | Nrf2 inh | TGFb inhibitor | MmCpn inh
COC(=O)c1ccc(OCC(O)CN2CCN(C(=O)c3ccco3)CC2)c(OC)c1 (centres undefined) | 14.2% | -10.7% | i | -3.1% | -0.1% | -1.0 | 0.6% | -6.7% | -0.2%
COc1ccc(/C=N/Nc2nc3ccccc3[nH]2)cc1OC | 1.0% | 7.8% | i | -6.7% | 8.7% | -0.8 | 23.3% | -28.2% | -5.6%
O=C(COc1ccccc1Cl)NCCNC(=O)c1ccco1 | 5.3% | 2.0% | i | 3.7% | 0.1% | -4.1 | 2.1% | 5.4% | -1.7%
COC(=O)NNC(=O)/C=C/c1ccccc1 | 8.0% | 6.3% | i | 17.0% | -0.1%[9.22 µM] | 0.2 | 32.7% | -8.1% | 2.6%
CCOC(=O)c1cc(CC)sc1NC(=O)COC | 1.0% | -1.2% | i | -2.7% | 3.8% | -3.4 | 8.5% | 4.9% | -17.9%
C/C(=N\NC(=O)c1c(-c2ccccc2Cl)noc1C)c1cccc(NC(=O)C(C)C)c1 | -1.2% | -4.7% | i | 1.9% | -0.1% | 0.8 | -6.1% | -10.3% | 0.8%
C=CCNC(=O)/C(C#N)=C\c1cc(Cl)c(OCC)c(OC)c1 | -1.6% | 2.9% | i | 1.6% | 4.2% | -7.5 | -13.5% | -22.0% | 1.6%
CCCC(=O)Nc1c(-c2ccccc2Cl)c(=O)c2ccccc2n1C | 4.7% | -1.2% | i | 9.3% | -0.9% | 0.0 | -7.3% | -11.4% | 1.2%
Cc1ccc(OC(=O)CCC(=O)Nc2ccc(C)c(C)c2)cc1 | 3.8% | 4.2% | i | -2.8% | -0.1% | -0.7 | 2.3% | 11.9% | .
CCOc1cc(C(C(=O)NCC2CCCO2)N(C(=O)Cn2nnc3ccccc32)c2ccccc2C(C)=O)ccc1O (centres undefined) | -3.8% | 0.2% | i | -1.0% | 0.3% | 0.2 | 6.1% | 8.2% | -3.5%
Cn1c(N)c(C(=O)COC(=O)C(Cc2ccccc2)NC(=O)c2ccccc2)c(=O)n(C)c1=O (centres undefined) | -10.4% | 1.1% | i | -1.0% | -0.5% | -0.3 | 6.8% | 3.6% | 0.8%
O=C(c1cc2c(=O)n3ccccc3nc2s1)N1CCN(Cc2ccccc2)CC1 | 0.0% | 2.0% | i | -14.3% | 0.6% | 2.0 | -8.3% | 2.4% | -1.8%
Cc1cc(N2CCOCC2)n2cc(-c3ccc(F)cc3)nc2n1 | 6.4% | -0.9% | i | 22.3% | 0.0% | 4.3 | 2.7% | 10.9% | 0.6%
O=C1NC(=S)N(C(=O)c2ccc(F)cc2)/C1=C/c1cccnc1 | -2.3% | -9.3% | i | -5.6% | -0.5% | -1.3 | -1.9% | 13.3% | 1.7%
